# Assay outcomes from PubChem BioAssay.
# Jurkat NFkB inh: lowers PMA/ionomycin-induced NF-kB signal in Jurkat cells; PMA/ionomycin-induced NF-kB luciferase reporter, luminescence; inhibition, % at 4 µM; actives 0.53% (n = 330,000); AID 435003; in the data active = inhibition above about 50%
# CCR6 antagonist: blocks CCL20-driven beta-arrestin recruitment at human CCR6; P51684; CHO-K1 CCR6 PathHunter beta-arrestin, luminescence, CCL20-stimulated; inhibition, % at 20 µM; actives 0.49% (n = 340,000);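 active = compounds whose inhibition of the agonist-driven luminescence signal at 20 µM reaches about 50%, limit read from the data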;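 also: cells stimulated with CCL20 at 14 nM final; plate controls were DMSO with CCL20 for no effect and DMSO without agonist for full effect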
# EBI2 antag: EBI2 (human) antagonism | inhibition, % at 5 µM | EBI2 beta-arrestin recruitment, luminescence, 7a,25-OHC stimulated | AID 651636 | actives 0.81% (n = 360,000); in the data active = inhibition above about 38%;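 also: enzyme fragment complementation signal reports receptor beta-arrestin coupling in cells; 0% = agonist plus DMSO wells and 100% = wells without agonist; some results beyond the cut were filed as inactive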
# Gli-Sufu block: blocks Gli-Sufu signaling in a luciferase reporter | Sufu-KO-LIGHT fibroblasts, Gli luciferase reporter luminescence | inhibition, % at 5 µM | actives 0.74% (n = 340,000) | AID 588413;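 active = inhibition above about 55%, limit read from the data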;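 also: 0% = DMSO-treated cells and 100% = wells with medium but no cells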
# APJ antag: blocks the human apelin receptor APJ; CHO-K1 APJ beta-arrestin complementation, luminescence; inhibition, % at 20 µM; actives 0.32% (n = 330,000); P35414;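 active = inhibition above about 40% at 20 µM, limit read from the data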;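 also: cells challenged with 10 nM apelin-13 agonist together with compound; plate controls were apelin-13 plus DMSO wells for no effect and DMSO wells lacking apelin-13 for full effect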
# Target sequence (P35414 whole entry, looked up): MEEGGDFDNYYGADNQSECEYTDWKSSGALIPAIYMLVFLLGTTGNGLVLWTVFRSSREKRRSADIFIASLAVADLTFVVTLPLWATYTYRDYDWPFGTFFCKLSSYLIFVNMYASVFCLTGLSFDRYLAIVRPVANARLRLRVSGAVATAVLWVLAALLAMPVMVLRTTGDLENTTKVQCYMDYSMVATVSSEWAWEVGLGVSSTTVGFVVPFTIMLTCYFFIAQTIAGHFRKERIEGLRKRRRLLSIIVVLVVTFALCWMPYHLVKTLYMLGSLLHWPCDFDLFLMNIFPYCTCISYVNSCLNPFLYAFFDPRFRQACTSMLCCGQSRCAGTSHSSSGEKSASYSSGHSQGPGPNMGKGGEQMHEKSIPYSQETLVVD
# CXCR6 block: CXCR6 (human) receptor inhibition; actives 0.36% (n = 360,000); inhibition, % at 20 µM; AID 602244; CHO-K1 PathHunter CXCR6 beta-arrestin, luminescence; O00574; in the data active = inhibition above about 34%, passing the limit was not always enough;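 also: antagonist mode with CXCL16 agonist at 10 nM final; 0% = 10 nM CXCL16 with DMSO and 100% = unstimulated wells without agonist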
# Target sequence (O00574 whole entry, looked up): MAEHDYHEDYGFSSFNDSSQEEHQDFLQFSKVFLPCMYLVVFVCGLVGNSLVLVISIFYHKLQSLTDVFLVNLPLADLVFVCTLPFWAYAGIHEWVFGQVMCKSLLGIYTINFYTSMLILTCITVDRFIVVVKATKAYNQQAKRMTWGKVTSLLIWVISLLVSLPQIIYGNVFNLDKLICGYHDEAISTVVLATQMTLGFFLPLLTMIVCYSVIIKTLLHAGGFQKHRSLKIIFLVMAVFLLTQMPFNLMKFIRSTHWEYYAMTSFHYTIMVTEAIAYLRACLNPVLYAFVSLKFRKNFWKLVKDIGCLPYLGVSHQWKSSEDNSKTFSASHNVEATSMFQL
# UBC13 inh: human UBC13 polyubiquitination inhibition; P61088; UBC13 polyubiquitin chain formation, TR-FRET; inhibition, % at 20 µM; actives 0.47% (n = 330,000); AID 485273; in the data active = inhibition above about 45%, passing the limit was not always enough
# Target sequence (P61088 whole entry, looked up): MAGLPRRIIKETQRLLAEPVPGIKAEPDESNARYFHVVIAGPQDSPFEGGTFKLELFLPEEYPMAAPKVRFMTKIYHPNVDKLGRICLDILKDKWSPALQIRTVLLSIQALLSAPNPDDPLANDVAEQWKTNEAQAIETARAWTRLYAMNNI
# 697 NFkB inh: inhibitors of the PMA/ionomycin-induced NF-kB reporter in 697 B cells. 697 B-cell NF-kB luciferase reporter, 16 h. inhibition, % at 4 µM. actives 0.33% (n = 330,000). AID 435022; in the data active = inhibition above about 35%
# An asterisk follows results filed as active; . = no result given.
(1) CCOC(=O)C1(Cc2ccc(OC)cc2)CCN(C(=O)c2cc3ccccc3[nH]2)CC1
(2) OC(c1ccccc1)C(Nc1ccccn1)c1ccccc1 (stereo unspecified)
(3) CC1=CC(=C(C#N)C#N)C=C(C)N1CCN1CCN(C(=O)Nc2cccc(Cl)c2)CC1
(4) COc1ccc(-c2c(C)nn(-c3ccccc3)c2N)cc1
(5) O=C(O)COc1cccc2nsnc12
(6) Cn1c(=O)c2[nH]c(N3CCCCC3)nc2n(C)c1=O
(7) COC(=O)C(CCSC)NC(=O)Cn1ncc2c(=O)oc3ccc(C)cc3c21 (stereo unspecified)
(8) O=C(C(=O)c1cc(Br)ccc1O)c1cc(Br)ccc1O
(9) O=C(Nc1ccc2c(c1)OCO2)c1ccc(COc2ccc3c(c2)CCC3)o1
(10) Cc1cccc(C)c1NC(=O)COC(=O)C1Cc2ccccc2CN1C(=O)c1ccccc1 (stereo unspecified)

Assay by compound	1	2	3	4	5	6	7	8	9	10
Gli-Sufu block	14	5	18	-45	1	7	-3	29	-99	10
UBC13 inh	-2	.	-4	6	-10	7	-1	.	-1	-8
APJ antag	-6	.	-9	19	12	7	-7	.	1	8
CCR6 antagonist	14	13	-2	-2	1	7	-9	5	15	-5
EBI2 antag	67*	1	-3	-1	-15	-16	-1	-13	-3	4
Jurkat NFkB inh	-61	.	0	-47	-10	15	-13	.	-2	-4
CXCR6 block	3	0	6	7	-20	-4	1	4	4	8
697 NFkB inh	-64	.	5	-39	-4	7	8	.	-95	15

(11) C=CCn1c(=O)c(C(=O)NC(C)c2ccccc2)c(O)c2ccccc21 (stereo unspecified)
(12) CC(=O)NNC(=S)NCCc1ccccc1
(13) Cc1cccc(N2CCN(C(=O)c3ccc(N4CCCC4=O)cc3)CC2)c1C
(14) CC(=O)NNC(=S)NC(=O)C(c1ccccc1)c1ccccc1
(15) CN(C(=O)c1ccc(OC2CCN(S(=O)(=O)N(C)C)CC2)cc1)C1CCCCC1
(16) CCCCOC(=O)Nc1nnc(COc2ccccc2)s1
(17) O=C(CN(c1cccc([N+](=O)[O-])c1)S(=O)(=O)c1ccccc1)N1CCCCC1
(18) CCn1c(=O)c2cc(C(=O)NCc3cccs3)sc2c2ccccc21
(19) COc1ccc(C(C(=O)NC2CCCC2)N(Cc2ccco2)C(=O)c2snc(C(N)=O)c2N)cc1OC (stereo unspecified)
(20) CN(C(=O)c1cccc(NC(=O)Cc2cccc([N+](=O)[O-])c2)c1)C1CC1

Assay by compound	11	12	13	14	15	16	17	18	19	20
Gli-Sufu block	1	4	10	5	9	3	4	9	16	3
UBC13 inh	9	-9	0	-11	-21	22	6	10	-1	18
APJ antag	9	13	-5	16	14	-17	16	13	-24	4
CCR6 antagonist	-4	-6	-7	30	2	4	0	16	7	-11
EBI2 antag	-7	-12	7	13	-8	26	2	13	-12	-5
Jurkat NFkB inh	8	-16	4	-8	2	7	-15	-8	-9	7
CXCR6 block	-2	-7	-13	9	-1	4	5	8	-4	3
697 NFkB inh	5	16	-13	13	-22	7	-4	39*	0	7

(21) Cc1ccc(S(=O)(=O)NNC(=O)C(=O)NNS(=O)(=O)c2ccc(C)cc2)cc1
(22) CCNC(=O)NC(=O)CSc1cccc(C(F)(F)F)c1
(23) COc1ccc(NC(=O)c2oc3ccc(S(=O)(=O)N4CCOCC4)cc3c2C)c(OC)c1
(24) COc1ccc(C(=O)Oc2ccc(F)cc2C(=O)/C=C/c2ccc(OC)c(OC)c2)cc1
(25) COc1cc(/C=N/NC(=O)c2cc(-c3ccccc3OC(C)C)nc3ccccc23)ccc1O
(26) Cc1ccnc2nc(C(=O)OCC(=O)c3c[nH]c4ccccc34)nn12
(27) CN(C)c1ccnc(-n2cccc2/C=N/OCc2ccc(F)cc2Cl)c1C#N
(28) Cc1ccc(NC(=O)CN(C)C(=O)COC(=O)CCS(=O)(=O)c2ccc(C)cc2)cc1
(29) Cc1ccc(S(=O)(=O)N2CCC(C(=O)OCc3c(C)noc3C)CC2)cc1C
(30) CCCC(=O)Nc1nc2ccc(C(=O)OCC)cc2s1

Assay by compound	21	22	23	24	25	26	27	28	29	30
Gli-Sufu block	25	-23	11	-5	2	-5	11	-6	-4	-69
UBC13 inh	6	-1	.	21	-19	5	-7	1	1	6
APJ antag	-3	-10	.	6	-20	-18	10	14	18	15
CCR6 antagonist	-4	-4	-13	-1	10	-8	-4	14	10	19
EBI2 antag	0	2	-5	8	8	-18	4	-16	2	-7
Jurkat NFkB inh	5	-1	.	5	3	-18	-12	-4	12	-51
CXCR6 block	-3	-1	-13	-11	4	-2	16	-2	0	0
697 NFkB inh	-6	-12	.	-7	-205	-1	-10	15	15	-77

(31) O=C(Nc1ccccc1C(=O)N1CCCC1)C1COc2ccccc2O1 (stereo unspecified)
(32) CC(=O)Nc1ccc(S(=O)(=O)Nc2ccn(Cc3ccccc3Cl)n2)cc1
(33) CC(C)(C)OC(=O)N1CCC(CC2CC(c3cccc(Br)c3)=NO2)(C(=O)NCC2CCCCC2)CC1 (stereo unspecified)
(34) CCOC(=O)Cn1c(=O)oc2cc(S(=O)(=O)N3CCN(C(=O)c4ccco4)CC3)ccc21
(35) Cn1ccnc1C(=O)c1ccc(S(=O)(=O)N2CCCC2)cc1
(36) CCCc1cc(=O)[nH]c(Nc2ccc(OC)c(Cl)c2)n1
(37) O=S(=O)([N-]c1nc2ccccc2nc1-[n+]1ccccc1)c1ccc(Cl)cc1
(38) c1ccc(CCc2nn3c(Cc4ccccc4)nnc3s2)cc1
(39) Cc1cc(C)nc(NS(=O)(=O)c2ccc(NS(=O)(=O)c3ccccc3)cc2)n1
(40) COC(=O)c1ccc(CNC(=O)COC(=O)C2CCC(C(C)(C)C)CC2)cc1 (stereo unspecified)

Assay by compound	31	32	33	34	35	36	37	38	39	40
Gli-Sufu block	5	-3	24	-4	28	3	4	-5	-1	-15
UBC13 inh	25	-11	-10	1	6	13	0	14	-2	-3
APJ antag	2	-20	15	-16	8	-19	12	-2	10	-7
CCR6 antagonist	2	-3	9	5	6	-6	16	12	-1	4
EBI2 antag	3	6	.	-7	1	0	-15	-7	10	-9
Jurkat NFkB inh	-7	-1	-4	-25	3	5	-3	4	6	-9
CXCR6 block	5	-4	.	-3	-1	-4	0	-2	1	2
697 NFkB inh	23	-2	1	0	-13	-6	16	4	18	-1

(41) COc1ccc(C2CC(=O)c3cnc(N4CCN(Cc5ccccc5)CC4)nc3C2)cc1 (stereo unspecified)
(42) OC(c1ccccn1)c1c[nH]c2ccccc12 (stereo unspecified)
(43) CC(=O)c1sc(NC(=O)COc2ccc(C)c(C)c2)nc1C
(44) Cc1ccc(C(=O)Cn2cccn2)cc1
(45) O=[N+]([O-])c1ccc(Cl)c(NC2=NCCCCC2)c1
(46) Cc1oc(-c2cccc(Cl)c2)nc1CN1CCCC(C(=O)NCCCN2CCOCC2)C1 (stereo unspecified)
(47) O=C(COc1ccc(Cc2ccccc2)cc1)c1ccc(F)cc1
(48) COc1ccc(OC)c(-c2csc(NC(=O)c3ccc4c(c3)OCO4)n2)c1
(49) COc1ccc(C(=O)Oc2c(CN3CCOCC3)cc(Cl)c3cccnc23)cc1OC
(50) Cc1cc(C)n(CC(=O)NNC(=O)CCCOc2ccc(Cl)cc2C)n1

Assay by compound	41	42	43	44	45	46	47	48	49	50
Gli-Sufu block	0	-17	29	-3	-20	-7	-30	-31	10	7
UBC13 inh	11	0	-23	-2	-1	7	45*	9	-3	-2
APJ antag	14	0	2	32	4	11	5	-3	15	0
CCR6 antagonist	11	-7	-11	-1	1	-4	15	-4	11	3
EBI2 antag	29	-9	3	-3	10	-3	27	12	.	5
Jurkat NFkB inh	-8	-10	-40	-4	2	2	-16	-12	5	7
CXCR6 block	3	0	8	0	-7	-1	-6	-14	.	-3
697 NFkB inh	-7	0	-19	4	3	3	2	0	11	14

(51) CCc1cc2c(SCC#N)ncnc2s1
(52) COc1ccc(S(=O)(=O)N2CCCC2CNC(=O)C(=O)NCc2ccccc2)cc1 (stereo unspecified)
(53) COc1ccc2c(c1OC)C(=O)N(c1ncn[nH]1)C2
(54) Cn1cc(Br)c(C(=O)Nc2ncc(Br)s2)n1
(55) Cc1ccc2nc(N(CCCN(C)C)C(=O)c3ccc4c(c3)CCCC4)sc2c1
(56) COc1ccccc1-n1nnnc1SCC(=O)NCC1(N2CCCCC2)CCCCC1
(57) CN(C)CCCn1c(=O)n(CCc2ccccc2)c(=O)c2c3c(sc21)CCCCC3
(58) O=S(=O)(Cc1ccccc1)N1CCN(c2ncccn2)CC1
(59) COC(=O)c1ccc(NC(=O)CN2C(=O)CCC2=O)cc1
(60) CC1(C)C2CCC(C2)C1(C)NC(=O)CN1CCOCC1 (stereo unspecified)

Assay by compound	51	52	53	54	55	56	57	58	59	60
Gli-Sufu block	3	6	-6	-65	11	8	12	17	2	-2
UBC13 inh	14	0	-4	5	66*	.	39	5	6	6
APJ antag	17	-25	12	7	10	.	4	-7	-23	4
CCR6 antagonist	5	5	5	12	15	11	27	-8	-7	-10
EBI2 antag	-23	1	-3	2	11	-4	-1	12	-17	-4
Jurkat NFkB inh	17	2	-8	-62	11	.	11	-4	-22	-5
CXCR6 block	-8	4	-9	7	-8	2	-7	-1	2	1
697 NFkB inh	15	-2	-23	-88	-19	.	-17	11	-8	-2

# Part of the list above, with tabs:
No.	SMILES	Gli-Sufu block	UBC13 inh	APJ antag	CCR6 antagonist	EBI2 antag	Jurkat NFkB inh	CXCR6 block	697 NFkB inh
49	COc1ccc(C(=O)Oc2c(CN3CCOCC3)cc(Cl)c3cccnc23)cc1OC	10	-3	15	11	.	5	.	11
50	Cc1cc(C)n(CC(=O)NNC(=O)CCCOc2ccc(Cl)cc2C)n1	7	-2	0	3	5	7	-3	14
51	CCc1cc2c(SCC#N)ncnc2s1	3	14	17	5	-23	17	-8	15
52	COc1ccc(S(=O)(=O)N2CCCC2CNC(=O)C(=O)NCc2ccccc2)cc1 (stereo unspecified)	6	0	-25	5	1	2	4	-2
53	COc1ccc2c(c1OC)C(=O)N(c1ncn[nH]1)C2	-6	-4	12	5	-3	-8	-9	-23
54	Cn1cc(Br)c(C(=O)Nc2ncc(Br)s2)n1	-65	5	7	12	2	-62	7	-88
55	Cc1ccc2nc(N(CCCN(C)C)C(=O)c3ccc4c(c3)CCCC4)sc2c1	11	66*	10	15	11	11	-8	-19
56	COc1ccccc1-n1nnnc1SCC(=O)NCC1(N2CCCCC2)CCCCC1	8	.	.	11	-4	.	2	.
57	CN(C)CCCn1c(=O)n(CCc2ccccc2)c(=O)c2c3c(sc21)CCCCC3	12	39	4	27	-1	11	-7	-17

# Screen by screen, quoted from above.
# EBI2 antag for nos. 51 to 60, in order: -23, 1, -3, 2, 11, -4, -1, 12, -17, -4

# (list continues)
(61) Cc1ccc(C(=O)OCC(=O)Nc2ncc(Cl)cc2Cl)cc1NC(=O)c1ccco1
(62) CCOC(=O)c1c(C)n(C)c2ccc(OCC(O)CNC(CC)CO)cc12 (stereo unspecified)
(63) COCCOC(=O)c1c(C)oc2ccc(OC(=O)c3ccco3)cc12
(64) O=C(CSc1ncnc2nc[nH]c12)c1ccc2ccccc2c1
(65) CCOC(=O)C1CCN(c2ccc(C(=O)O)cc2[N+](=O)[O-])CC1
(66) CC(=O)N1c2ccccc2C(CBr)=CC1(C)C
(67) CCCOP(=O)(OCCC)c1nc(-c2ccccc2)oc1NCc1ccccc1
(68) CCC1(c2ccccc2)NC(=O)N(CC(=O)Nc2ccccc2C(=O)NC2CCCC2)C1=O (stereo unspecified)

Assay by compound	61	62	63	64	65	66	67	68
Gli-Sufu block	-2	1	-4	-1	-6	3	-2	1
UBC13 inh	-1	10	-2	6	-10	-4	16	-4
APJ antag	-3	15	6	4	4	-15	4	-65
CCR6 antagonist	-6	-6	3	14	11	14	36	2
EBI2 antag	9	0	1	-19	1	1	-4	-12
Jurkat NFkB inh	10	-12	-20	-11	-3	-5	-3	7
CXCR6 block	22	-5	-9	-9	4	-1	27	-2
697 NFkB inh	12	-18	-27	-14	24	12	0	13
